RAD54 inh: inhibitors of human RAD54 branch migration | inhibition, % at 10.4 µM | 360,000 compounds, 0.14% hits | Q92698 | RAD54 Holliday junction branch migration, FAM/BHQ fluorescence;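 active = mean normalized replicate activity at least 40 and at least half of replicates scoring 40 or more; inconclusive = only one of the two criteria met; inactive = mean below 40 and under half of replicates reaching 40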;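 also: 0% = median of neutral control wells and 100% = median of positive control wells; inhibitors cause a drop in the FAM fluorescence signal; in these data hits start at about 50%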
PglD inh: blocks C. jejuni PglD acetyltransferase activity; purified PglD enzyme, DTNB colorimetric CoA detection; inhibition, % at 12.5 µM; 360,000 compounds, 0.098% hits; AID 602405; in the data active = inhibition above about 16%, passing the limit was not always enough; inconclusive = no clear call, values can overlap the other calls; also: strong numbers were not always called active
E-selectin induc: E-selectin induction on HUVECs. activation, % at 7.58 µM. P16581. 260,000 compounds, 0.37% hits. HUVEC E-selectin immunofluorescence imaging; normalized: neutral wells 0, TNF-alpha wells 100;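 active = mean E-selectin-positive cell signal at least 10% of the positive control, reached in at least 60% of replicates, without over 20% cell loss; inconclusive = no rule given, readout overlaps actives, possibly toxicity-flagged; inactive = the rest, including those meeting only one limit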;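 also: in these data hits start at about 27%; measured in HUVEC primary endothelial cells; signal is the percent of cells scored E-selectin positive by PE staining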
Target sequence (P16581 whole entry, looked up): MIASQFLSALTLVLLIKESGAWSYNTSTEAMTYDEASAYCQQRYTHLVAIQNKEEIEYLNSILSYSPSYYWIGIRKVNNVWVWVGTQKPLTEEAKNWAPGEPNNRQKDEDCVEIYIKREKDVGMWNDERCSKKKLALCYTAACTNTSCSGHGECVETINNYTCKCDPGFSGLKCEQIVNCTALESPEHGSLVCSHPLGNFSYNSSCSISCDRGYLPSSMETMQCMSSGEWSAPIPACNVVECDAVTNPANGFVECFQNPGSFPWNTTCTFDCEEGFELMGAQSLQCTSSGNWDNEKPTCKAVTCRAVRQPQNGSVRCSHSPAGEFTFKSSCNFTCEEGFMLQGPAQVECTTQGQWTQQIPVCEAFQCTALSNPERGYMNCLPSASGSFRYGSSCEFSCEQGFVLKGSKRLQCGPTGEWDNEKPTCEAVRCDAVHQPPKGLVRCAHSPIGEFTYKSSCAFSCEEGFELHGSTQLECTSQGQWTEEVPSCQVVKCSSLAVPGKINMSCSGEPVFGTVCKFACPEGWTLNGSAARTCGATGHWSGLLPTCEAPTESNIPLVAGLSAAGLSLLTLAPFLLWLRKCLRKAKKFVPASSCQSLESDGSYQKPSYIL
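Test system: HUVEC; input: 3,000 HUVEC/well; measured by: immunofluorescence imaging; read-out: % PE-positive cells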
ERp5 block: inhibitors of human ERp5; inhibition, % at 9.99 µM; AID 651711; ERp5 insulin aggregation, absorbance 650 nm, 90 min; 350,000 compounds, 0.05% hits;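 active = mean replicate inhibition above about 25%, with every replicate also reaching it, limit read from the data, passing the limit was not always enough; inconclusive = only one of those two criteria met; inactive = neither criterion met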
CASP6 VEID inh: inhibitors of human caspase-6. P55212. purified caspase-6, Z-VEID-R110 cleavage fluorescence. inhibition, % at 12.5 µM. 350,000 compounds, 0.53% hits;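 active = mean inhibition across replicates at least about 35%, with every replicate also reaching that limit, limit read from the data; inconclusive = only one of the two criteria met; inactive = neither criterion met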;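 also: 0% = median of neutral control wells and 100% = no fluorescence left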
RAD52 inh: RAD52 (human) annealing inhibition | recombinant RAD52 DNA annealing, FRET fluorescence | inhibition, % at 18.7 µM | 360,000 compounds, 0.46% hits | P43351;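 active = every replicate showing at least 50% inhibition; inconclusive = mean inhibition at least 50% but not in every replicate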
Target sequence (P43351 whole entry, looked up): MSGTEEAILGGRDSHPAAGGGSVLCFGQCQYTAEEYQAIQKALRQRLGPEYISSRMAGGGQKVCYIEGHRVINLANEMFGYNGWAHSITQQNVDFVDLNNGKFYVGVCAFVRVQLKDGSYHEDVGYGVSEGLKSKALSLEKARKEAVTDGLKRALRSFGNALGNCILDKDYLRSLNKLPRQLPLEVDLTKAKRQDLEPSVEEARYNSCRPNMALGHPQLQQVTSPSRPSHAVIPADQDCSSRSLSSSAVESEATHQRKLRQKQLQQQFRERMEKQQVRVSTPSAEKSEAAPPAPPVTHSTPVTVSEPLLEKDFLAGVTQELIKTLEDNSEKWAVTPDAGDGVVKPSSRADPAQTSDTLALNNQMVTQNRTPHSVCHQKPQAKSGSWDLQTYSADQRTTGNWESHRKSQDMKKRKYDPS
esBAF inh: SWI/SNF esBAF complex inhibition; mouse ES cells, Bmi1-luciferase knock-in reporter, 24 h; 100% = twice the neutral-well signal; reporter increase, % at 12.5 µM; 350,000 compounds, 2% hits; in the data active = activation above about 40%; inconclusive = no clear call, values can overlap the other calls;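 also: 0% = median of the plate's neutral control wells and 100% = double that signal; a rise in the Bmi1 reporter signal indicates esBAF inhibition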
ARNT-TACC3 inh: disruptors of human ARNT/TACC3 interaction. 390,000 compounds, 0.66% hits. AlphaScreen His-ARNT PAS-B/GST-TACC3 binding, luminescence; TACC3 fragment carries E629A point mutation. inhibition, % at 9.99 µM;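 active = mean inhibition of replicates at least 50% and at least half of replicates each reaching 50%; inconclusive = half or more replicates reach 50% but mean below 50%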;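 also: 0% = complete ARNT plus TACC3 wells and 100% = ARNT alone without TACC3; many hits fall short of the cut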
The depositor's hits bear a star; ? = inconclusive; . = not tested or not shown.

The line under a structure holds: RAD54 inh	PglD inh	E-selectin induc	ERp5 block	CASP6 VEID inh	RAD52 inh	esBAF inh	ARNT-TACC3 inh
COc1ccc(-n2nc3c(c2NC(=O)C2CC2)CS(=O)(=O)C3)cc1
 : 3	1	.	0	5	11	-3	4
COc1ccc(CC(=O)Cc2ccc(OC)c(OC)c2)cc1OC
 : 6	2	-0.2	6	1	-16	-2	.
COc1ccc(NC(=O)COC(=O)CCc2ccccc2)c(OC)c1
 : 8	2	0.8	1	0	-7	5	.
Cc1ccc(CSc2ccc(-c3ccc4c(c3)OCO4)nn2)cc1
 : .	.	3.6	1	0	-1	.	-3
Cc1cn([C@H]2C[C@H](O)[C@@H](CCC(=O)NCCc3ccc4ccccc4c3)O2)c(=O)[nH]c1=O
 : -4	-4	-0.1	7	10	3	1	.
CN(C(=O)c1cccc(NC(=O)Cc2ccc(NC(=O)C3CCCN(C(=O)C4CCC4)C3)cc2)c1)C1CCC1 (centres undefined)
 : -1	1	0.2	7	0	-20	3	1
COC(=O)Nc1ccc(S(=O)(=O)N2CCC(C(=O)N3CCCC(C)C3)CC2)cc1 (centres undefined)
 : -5	0	2.3	?	2	-6	-5	-1
CC(=O)Nc1ccc(NC(=O)c2ccc(CN3CCc4ccccc4C3)cc2)cc1
 : -2	-4	.	-2	1	-9	8	-5
O=C(c1cc2ccccc2oc1=O)N(Cc1ccco1)CC1CCCO1 (centres undefined)
 : 4	-4	.	.	.	.	4	-1
O=C(NNc1c2ccccc2nc2ccccc12)C12CC3CC(CC(C3)C1)C2
 : -10	-1	.	1	0	-14	-1	-6
C[C@@H]1CN([C@H](C)CO)C(=O)Cc2cc(NS(C)(=O)=O)ccc2O[C@@H]1CN(C)S(=O)(=O)c1cccs1
 : -8	0	-0.1	-10	-1	2	-5	8
CO[C@@H]1CN(C)C(=O)c2cc(NC(=O)NC(C)C)ccc2OC[C@@H](C)N(CC2CC2)C[C@H]1C
 : 1	-2	-0.1	5	0	5	-1	-1
O=C1C(NS(=O)(=O)c2cccs2)=C(N2CCN(c3cccc(C(F)(F)F)c3)CC2)C(=O)c2ccccc21
 : 2	-6	.	.	.	.	-4	24
CCS(=O)(=O)Nc1ccc2c(c1)C(=O)N(C)[C@H]1CC[C@@H](CC(=O)NCc3ccc(OC)cc3)O[C@@H]1CO2
 : 1	-2	0.1	6	-3	-1	3	-2
CCS(=O)(=O)c1ccc2c(c1)N(S(=O)(=O)c1cccs1)CC(C(=O)O)O2 (centres undefined)
 : 7	4	-0.5	0	4	-8	.	0
CCCCNC(=O)OCCSCCS(=O)(=O)c1ccc(Cl)cc1
 : .	.	0.0	-2	2	0	.	-8
Cc1cccc(OCCn2ccnc2)c1
 : -5	4	.	-2	-4	2	-3	3
COc1cccc(C(=O)Nc2ccc(-c3nc4ccccc4o3)c(O)c2)c1
 : -2	0	.	.	.	.	?	1
CCCCOc1ccc(C(=O)N/N=C/c2ccc(OCCN3CCCCC3)c(OC)c2)cc1
 : 7	2	.	0	-12	8	0	13
CO[C@H]1CN(C)C(=O)c2cc(NC(=O)NC(C)C)ccc2OC[C@@H](C)N(Cc2ccc(-c3ccccn3)cc2)C[C@@H]1C
 : 1	0	-0.1	6	-3	19	72*	-3
CCOC(=O)Cc1csc(NC(=O)c2cccc(Cl)c2)n1
 : -7	-3	.	2	0	-14	.	.
CCn1c(SCC(=O)Nc2ccc(Br)cc2)nc2sc3c(c2c1=O)CCN(C)C3
 : 1	0	.	0	0	-65	6	2
CCCC#Cc1ccc([C@@H]2[C@@H](C#N)N(C(=O)C3CC3)[C@@H]2CO)cc1
 : 12	1	0.3	6	-2	-6	0	-27
C[C@H]1CN([C@@H](C)CO)C(=O)Cc2cc(NC(=O)CCC(F)(F)F)ccc2O[C@@H]1CN(C)Cc1ccc(Oc2ccccc2)cc1
 : 5	0	-2.2	.	.	.	-1	16
Cc1ccccc1C1=NC(c2ccc(F)cc2F)ON1 (centres undefined)
 : -3	8	.	.	.	.	48*	-3
COc1cc2nc(CCc3ccccc3)oc(=O)c2cc1OC
 : .	.	1.4	-8	1	2	.	-7
CN(Cc1cccc(-n2cccn2)c1)C(=O)CCc1nnc(C2CCCCC2)o1
 : .	.	1.3	8	0	4	.	3
C=CCNC(=O)COc1ccc(Br)cc1Cl
 : 3	4	.	.	.	.	30	5
O=c1[nH]c(CCl)nc2cc(-c3ccc(F)cc3)sc12
 : 7	5	-0.2	2	22	-21	.	-7
O=C(NCc1cccnc1)c1ccc(CS(=O)(=O)c2ccc(Br)cc2)o1
 : -1	4	1.4	-4	-1	-10	30	.
COc1ccc(OC)c(NC(=O)CCNS(=O)(=O)c2ccc3c(c2)CC(C)N3C(C)=O)c1 (centres undefined)
 : 5	-1	-0.1	-1	-78	-2	-9	.
C[C@@H]1CN([C@@H](C)CO)C(=O)c2cc(NC(=O)Nc3ccc(C(F)(F)F)cc3)ccc2O[C@@H](C)CCCCO[C@@H]1CN(C)S(=O)(=O)c1ccc(Cl)cc1
 : 2	3	0.4	.	.	.	0	-8
O=C(NCc1ccccc1Br)c1ccncc1
 : -2	-1	-0.2	-18	-2	-14	.	-12
COc1ccc(-n2cnc3ccccc32)cc1
 : -4	0	.	?	-1	-3	8	1
FC(F)(F)c1cccc(-c2cc3nc(NC4CCCCC4)ccn3n2)c1
 : 3	-1	0.7	3	0	-13	43*	.
C=CCn1c(SCC(=O)Nc2ccc(F)cc2F)nc2c([nH]c3ccccc32)c1=O
 : 3	1	0.2	6	0	7	.	-1
COc1ccc(CNC(=O)CC(NC(N)=O)c2ccccc2Cl)cc1OC (centres undefined)
 : -4	-1	0.1	7	-1	-7	-2	-6
Cc1ccc(S(=O)(=O)Nc2ccc3c(c2)CC(=O)N([C@@H](C)CO)C[C@@H](C)[C@@H](CN(C)Cc2ccccc2)O3)cc1
 : -16	-4	0.4	7	8	-4	-4	-1
COC(=O)C(NC(=O)c1ccccc1Cl)(Nc1ncc(S(=O)(=O)c2ccc([N+](=O)[O-])cc2)s1)C(F)(F)F (centres undefined)
 : 14	-1	.	.	.	.	-11	18
C1=C[C@@H]2CCN(Cc3ccccc3)Cc3cccc(c32)C1
 : -3	11	0.0	2	-3	-9	1	-11
O=C(COC(=O)COc1ccccc1)Nc1ccc(S(=O)(=O)N2CCOCC2)cc1
 : -2	-3	.	2	6	-34	0	-2
O=C(COc1coc(CN2CCc3ccccc3C2)cc1=O)Nc1cccc(Cl)c1
 : -28	-3	0.1	4	3	-13	-1	2
O=S(=O)(c1ccccc1)c1nc(-c2ccccc2)oc1NCc1cccnc1
 : -1	-3	.	.	.	.	16	-1
Cc1ccc(NC(=O)c2nnn(-c3cccc(C(F)(F)F)c3)c2N)cc1
 : .	.	.	3	-3	4	.	-9
N#C[C@H]1[C@@H](c2ccc(C3=CCCC3)cc2)[C@@H](CO)N1C(=O)Nc1ccccc1F
 : 1	-2	0.3	-4	2	-7	-1	-8
COc1ccccc1NS(=O)(=O)c1cccc(NS(=O)(=O)c2ccc(Cl)c(C(=O)O)c2)c1
 : 3	-2	0.1	13	-1	-9	3	-15
Cc1onc(-c2ccccc2)c1C(=O)NN=Cc1cc(Cl)cc(Cl)c1O
 : .	.	-0.2	5	-8	-20	.	.
CC1(C)Cc2c(c(N3CCOCC3)nc3sc4c(=O)[nH]cnc4c23)CS1
 : 7	2	.	.	.	.	-7	32
COc1ccc(NC(=O)Nc2nnc(N3CCCCC3C)s2)cc1OC (centres undefined)
 : -4	-1	0.6	-5	-1	6	-8	-4
CCN(CC)CC(=O)Nc1ccccc1SCC(=O)Nc1ccsc1C(=O)OC
 : .	.	.	-4	2	-9	.	-7
O=C(Nc1ccc2c(c1)OCO2)C1CCCCC1
 : -3	-2	-0.1	2	-2	-25	20	0
CCn1cc(C(=O)NCCN(C)CCc2ccccc2)c(=O)c2cc(S(=O)(=O)N(C)C)ccc21
 : -5	0	.	.	.	.	4	2
CCC(=O)Nc1ccc(NC(=O)C23CC4CC(CC(C4)C2)C3)cn1
 : -15	-1	.	.	.	.	11	-4
CC(/C=N/NC(=O)c1ccncc1)=C\c1ccco1
 : .	.	.	6	6	-25	.	2
O=c1o[nH]c(-c2ccccc2)c1C1=NCCCCC1
 : 6	-4	.	.	.	.	-5	-4
COc1cc2c(c(Br)c1N)-c1cc(Br)c(N)cc1C2=O
 : -1	-4	0.5	-13	-1	27	31	.
Cn1cc(P(=S)(N2CCOCC2)N2CCOCC2)cc1P(=O)(N1CCOCC1)N1CCOCC1
 : .	.	-0.7	-1	3	8	.	28
COCc1cc(C)nc2sc3c(=O)n(Cc4ccco4)nnc3c12
 : 6	1	-1.0	-2	3	-4	-6	6
O=C(C[C@@H]1C[C@H]2c3cc(NS(=O)(=O)c4ccc(F)cc4)ccc3O[C@H]2[C@H](CO)O1)NCc1cccc(F)c1
 : -11	-3	-0.2	-17	2	8	19	5
CC1CCCC(NC(=O)CCNS(=O)(=O)c2ccc(Br)cc2)C1C (centres undefined)
 : .	.	1.7	1	-6	-15	.	-3

Ordered by formula weight (falling): part of the list above.
The line under a structure holds: RAD54 inh	PglD inh	E-selectin induc	ERp5 block	CASP6 VEID inh	RAD52 inh	esBAF inh	ARNT-TACC3 inh
COc1ccccc1NS(=O)(=O)c1cccc(NS(=O)(=O)c2ccc(Cl)c(C(=O)O)c2)c1
 : 3	-2	0.1	13	-1	-9	3	-15
Cc1onc(-c2ccccc2)c1C(=O)NN=Cc1cc(Cl)cc(Cl)c1O
 : .	.	-0.2	5	-8	-20	.	.
O=c1o[nH]c(-c2ccccc2)c1C1=NCCCCC1
 : 6	-4	.	.	.	.	-5	-4

(further entries)
The line under a structure holds: RAD54 inh	PglD inh	E-selectin induc	ERp5 block	CASP6 VEID inh	RAD52 inh	esBAF inh	ARNT-TACC3 inh
Cc1ccc(/C(N)=N/OC(=O)CCCc2ccccc2)cc1
 : -16	3	.	1	2	-11	20	-7
Clc1ccccc1-c1nnc2sc(-c3ccco3)nn12
 : -1	-3	.	.	.	.	-4	6
CCS(=O)(=O)Nc1ccc2c(c1)C(=O)N(C)[C@@H]1CC[C@@H](CC(=O)NCCOC)O[C@H]1CO2
 : 4	1	0.0	-1	-5	-1	-1	-2
CC(C)(Oc1ccc(Cl)cc1)C(=O)NCc1ccco1
 : -7	-5	.	.	.	.	-12	1
CCN(CC)CC(O)Cn1c2ccccc2c2ccccc21 (centres undefined)
 : 13	7	.	.	.	.	-1	11
CC(C)c1ccc(NC2CCCN(C(=O)c3n[nH]c4c3CCC4)C2)cc1 (centres undefined)
 : 7	1	.	7	2	3	14	1
Cc1ccc(Nc2cc(C)nc3ncnn23)cc1
 : 4	0	0.1	4	0	-9	-5	-2
Cc1nc(CSc2nnc3scc(-c4ccc(Cl)cc4)n23)cs1
 : -5	9	-1.2	.	.	.	-3	.
O=C(CCN1c2ccccc2Sc2ccccc21)OCc1nnc(-c2ccccc2)o1
 : 3	4	.	.	.	.	-4	1
O=C(c1ccc(Cl)cc1)N1CCN(c2ccc(N3CCOCC3)nn2)CC1
 : 8	5	0.0	0	-6	-3	6	.
O=C(NCCCN1CCOCC1)c1ccc(NS(=O)(=O)c2cccc([N+](=O)[O-])c2)cc1
 : 16	1	0.0	0	4	-7	.	-1
O=C(NC(=S)NCC1COc2ccccc2O1)c1ccccc1 (centres undefined)
 : -1	7	.	.	.	.	5	-17
C/C=C/c1ccc2c(c1)O[C@@H](CN(C)S(C)(=O)=O)[C@@H](C)CN([C@H](C)CO)S2(=O)=O
 : -5	1	-1.8	-5	0	-8	0	-5
COc1ccccc1OCc1cc(C(=O)NCc2ccc(N3CCCC3=O)cc2)no1
 : 1	-5	.	-9	-1	-48	34	26
Cc1nc(-n2[nH]c3c(c2=O)CCCC3)[nH]c(=O)c1Cc1ccccc1
 : -31	-1	.	.	.	.	-14	59*
Cc1ccccc1S(=O)(=O)Cc1ccc(C(=O)N2CCN(C3CCCCC3)CC2)o1
 : 7	-3	.	-4	-3	-21	-3	23

Source: PubChem (Broad Institute)
